# KB-3-1 tox: KB-3-1 parental cell cytotoxicity | KB-3-1 viability, CellTiter-Glo ATP luminescence, 72 h | Potency, µM (top dose mostly 46.1 µM), inactives show at the top dose activity change, negative = cytotoxic, hits mostly cytotoxic | 1.4% of 400,000 active | AID 1347075; note: % is set by controls: 0 for no effect and ±100 for the full control effect; nearly all actives have a fitted effect of over 60% in size
#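 Parental KB-3-1 adenocarcinoma cells in phenol-red-free DMEM with 10% FBS were pin-treated with compounds at several concentrations, incubated 72 h at 37 °C, and viability read by CellTiter-Glo luminescence; concentration-effect curves were fitted after normalization.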
# TDP-43 yeast inh: TDP-43 toxicity inhibition in yeast; 1.8% of 410,000 active; TDP-43 expressing yeast growth rescue, BacTiter-Glo, 24 h; Potency, µM (doses to about 46.1 µM), for inactives: top-dose growth rescue (activation), usual class: activators; note: % of control where 0% means no effect; nearly all actives have a fitted effect of over 50% in size
#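 Yeast cells expressing TDP-43 under galactose induction are exposed to compounds for 24 hr at 30 deg C. BacTiter-Glo luminescence measures growth, so protective compounds score as activators.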
# SW480 rereplic: DNA re-replication induction in SW480 cells; SW480 DNA re-replication, Hoechst DNA content imaging, 48 h; Potency, µM (doses to about 46.1 µM), for inactives: at the top dose re-replication activation, hits mostly activators; 1.8% of 340,000 active; AID 624297; note: % of control where 0% means no effect; nearly all actives have a fitted effect of over 55% in size
#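 250 cells/well; 23 nL cpd via pin tool; 48 hr, 37 C, 5% CO2; Hoechst 40 min; imager read of total nuclear intensity, ex 405/em 500-530 nm.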
# KB-V1 MDR tox: kills drug-selected multidrug resistant KB-V1 cells; KB-V1 MDR cells viability, CellTiter-Glo, 72 h; AID 1347076; Potency, µM (doses to about 46.1 µM), for the others: top-dose activity change, negative = cytotoxicity, actives largely listed as cytotoxic; 3.4% of 400,000 active; note: % is set by controls: 0 for no effect and ±100 for the full control effect; nearly all actives have a fitted effect of over 60% in size
#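 qHTS viability screen in drug-selected KB-V1 MDR cells: 72 h compound treatment at 37 degrees C, ATP luminescence end point.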
# HT1080NT lethal: kills 2HG-producing HT-1080-NT fibrosarcoma cells; HT-1080-NT fibrosarcoma viability, CellTiter-Glo ATP luminescence, 48 h; Potency, µM (top dose mostly 46.1 µM), inactives show at the highest dose activity, negative = less viability, usual class: cytotoxic; 1.6% of 360,000 active; AID 686970;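 note: NT is the 2HG producing partner of a matched IDH1 knockdown line; 0% = DMSO-treated cells and -100% = media-only wells without cells; nearly all actives have a fitted effect of over 55% in size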
#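 Compounds were tested in concentration-response format on HT-1080-NT cells for 48 hours at 37 degrees C. Cell viability came from CellTiter-Glo luminescence; curves were classified by r2, response magnitude and activity.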
# HT1080 IDH1KD tx: kills HT-1080 cells with IDH1 knockdown; Potency, µM (series often up to 46.1 µM), for the others: at the top dose activity, negative = toxicity, most hits filed as cytotoxic; HT-1080 IDH1 knockdown viability, ATP luminescence, 48 h; 2% of 360,000 active;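 note: 0% = DMSO wells and -100% = cell-free medium wells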
#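 Viability of IDH1-knockdown HT-1080 fibrosarcoma cells was assessed by CellTiter-Glo after 48 h at 37 °C with titrated compound; concentration-effect curves were classified by fit quality and response size.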
# GLP-1R inv ag: acts as inverse agonist at human GLP-1 receptor. AID 624417. HEK293 GLP-1R CRE-luciferase, luminescence, 24 h; GLP-1R form is constitutively active. P43220. Potency, µM (series often up to 38.3 µM), for inactives: at the top dose activity change, negative = inhibition, most hits filed as inhibitors. 1.6% of 410,000 active; note: % is set by controls: 0 for no effect and ±100 for the full control effect; nearly all actives have a fitted effect of over 55% in size
# Target sequence (P43220 whole entry, looked up): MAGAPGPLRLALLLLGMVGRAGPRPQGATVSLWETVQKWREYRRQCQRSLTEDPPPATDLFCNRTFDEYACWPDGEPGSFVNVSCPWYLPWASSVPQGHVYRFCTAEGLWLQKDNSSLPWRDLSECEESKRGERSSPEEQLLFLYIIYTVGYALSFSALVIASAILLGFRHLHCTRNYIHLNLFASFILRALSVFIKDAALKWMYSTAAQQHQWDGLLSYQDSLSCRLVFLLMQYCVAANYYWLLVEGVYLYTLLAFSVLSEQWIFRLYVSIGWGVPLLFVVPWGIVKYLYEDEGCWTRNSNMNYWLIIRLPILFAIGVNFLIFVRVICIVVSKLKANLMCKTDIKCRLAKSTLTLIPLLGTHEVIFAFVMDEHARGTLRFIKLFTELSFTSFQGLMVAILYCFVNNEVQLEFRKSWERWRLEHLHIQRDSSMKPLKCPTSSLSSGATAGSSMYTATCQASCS
#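 Inverse agonism was detected as reduced cAMP-driven luciferase luminescence after 24 h compound treatment. The cells were HEK293 clones expressing constitutively active human GLP-1R with the reporter. Reporter-only and GPR119 cell lines served as counterscreen controls.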
# HEK293 tox: cytotoxicity in counter-screen for GLP-1R inverse agonists; HEK293 cAMP-luciferase reporter cells, luminescence, 24 h; Potency, µM (doses to about 38.3 µM), for the others: at the top dose activity change, negative = inhibition, hits mostly inhibitors; 0.13% of 410,000 active;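 note: loss of luciferase light is scored as toxicity; % is set by controls: 0 for no effect and ±100 for the full control effect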
#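 To flag toxic compounds, the library was rerun on cells for 24 hr at 37 deg C and 5% CO2. Viability-linked luminescence was captured 12 min after adding luciferase detection reagent.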
# GLP-1R agonist: agonists of human GLP-1 receptor. 0.007% of 380,000 active. HEK293 GLP-1R CRE-luciferase, luminescence, 4-6 h; cells express a hypersensitive GLP-1R form. Potency, µM (doses to about 45.6 µM), for the others: at the top dose activation, hits mostly activators. P43220; note: % of control where 0% means no effect
# * hit, by the source's call; ? = inconclusive; nt = not tested or not shown; [ ] = remark or other dose. Calls come from the whole dose curve; as a rule, active = well fitted curve in the direction sought with a large enough effect; inconclusive = small, poorly fitted or top-dose-only effect, or another doubt; inactive = no such curve, though single readings can be large; an effect the other way counts as inactive or inconclusive. Potency is the fitted concentration of half-maximal effect.
[1] COc1ccc(C(O)(CCN2CCCCC2)C2CCCCC2)cc1 (stereo not given)
[2] O=C(O)c1cc2n(n1)C(C(F)(F)F)CC(c1ccco1)N2 (stereo not given)
[3] Cc1nn(C(C)(C)C)c(OC(=O)c2ccco2)c1Sc1ccccc1
[4] Cc1cc(N)n(-c2nc3ccccc3s2)n1
[5] COc1ccc(Oc2nnc(-c3ccc(C)cc3)c3ccccc23)cc1
[6] Cc1ccc(OCC(=O)NNC(=O)C2CCN(c3ncnc4sc(C)c(C)c34)CC2)cc1
[7] Cc1nc(NC(=O)/C=C/c2ccccc2)sc1C(=O)Nc1ccc(Cl)cc1
[8] CCOC(=O)/C(C#N)=N/Nc1c(C)n(C)n(-c2ccccc2)c1=O
[9] O=C1CCCC(=NNC(=O)c2cc3ccccc3cc2O)C1
[10] O=C(c1cccc(Cl)c1)N(Cc1cccc(F)c1)C1CCS(=O)(=O)C1 (stereo not given)
Compound	1	2	3	4	5	6	7	8	9	10
KB-3-1 tox	-4%	-6%	-5%	-17%	9%	7%	6%	0%	5%	7%
TDP-43 yeast inh	-17%	3%	?	-10%	-13%	-9%	10%	-15%	13%	29%
SW480 rereplic	-5%	-3%	?	-59%[inhibitor]	4%	-17%	?	-13%	2%	nt
KB-V1 MDR tox	10%	16%	-17%	-12%	-15%	9%	-3%	-17%	14%	11%
HT1080NT lethal	-19%	8%	-3%	-7%	-3%	-18%	?	-26%	6%	nt
HT1080 IDH1KD tx	-8%	7%	2%	-4%	-8%	-16%	?	-8%	?	nt
GLP-1R inv ag	?	1%	-14%	17%	-10%	?	-42%	-20%	-32%	-17%
HEK293 tox	-1%	-2%	-26%	-8%	-5%	-8%	?	-19%	14%	-3%
GLP-1R agonist	5%	-11%	-12%	7%	-3%	7%	-11%	2%	-3%	nt

[11] CCc1c(C(=O)NC(C)C2CCCO2)csc1C (stereo not given)
[12] O=C(/C=C/c1cc([N+](=O)[O-])ccc1OC(F)F)NCc1ccc(Cl)cc1
[13] COC(=O)c1cc2oc3ccccc3c2n1Cc1nc(-c2ccc(OC)cc2)oc1C
[14] COc1ccccc1NS(=O)(=O)c1cccc(C(=O)N2CCN(C(=O)c3ccco3)CC2)c1
[15] Cc1cccc(Nc2nc(-c3ccc(F)c(C)c3)cs2)n1
[16] CCC(=O)NNC(=O)CSc1nnc(-c2ccccc2)c(-c2ccccc2)n1
[17] CC1C=CC=CC=CC=CC=CC=CC=CC(OC2OC(C)C(O)C(N)C2O)CC2OC(O)(CC(O)CC(O)C(O)CCC(O)CC(O)CC(=O)OC(C)C(C)C1O)CC(O)C2C(=O)O (stereo not given)
[18] COc1ccc(-c2csc(NC(=O)CN3C(=O)CCC3=O)n2)cc1OC
[19] COc1ccc(Cn2c(NCC(C)C)nc3c2c(=O)n(C)c(=O)n3C)cc1
[20] CN(CC(=O)Nc1cccc(F)c1)C(=O)CC1CCCCC1
Compound	11	12	13	14	15	16	17	18	19	20
KB-3-1 tox	13%	0%	3%	-7%	-2%	1%	4.1µM*	19%	2%	?
TDP-43 yeast inh	-1%	-3%	17%	10%	14µM*	-3%	?	8%	0%	?
SW480 rereplic	-4%	-4%	nt	-23%	?	-2%	6.5µM*	-4%	nt	2%
KB-V1 MDR tox	13%	-21%	?	15%	-1%	-2%	?	-13%	-10%	-24%
HT1080NT lethal	28%	-10%	nt	2%	-17%	0%	4.6µM*	18%	nt	-6%
HT1080 IDH1KD tx	4%	-3%	nt	11%	-1%	11%	9.2µM*	18%	nt	-5%
GLP-1R inv ag	-13%	?	-4%	4%	?	-8%	?	0%	-12%	?
HEK293 tox	-7%	12%	3%	-3%	1%	-30%	8%	-3%	-12%	-7%
GLP-1R agonist	7%	-3%	nt	8%	11%	-2%	13%	1%	2%	9%

[21] COc1ccc(C(O)c2nc(-c3ccc(C)c(C)c3)cs2)cc1 (stereo not given)
[22] O=C(Nc1ccc(S(=O)(=O)N2CCCCC2)cc1)c1ccc(F)cc1
[23] COc1ccc(-c2csc(N3CCN(C(=O)c4ccccc4)CC3)n2)cc1
[24] CCOC(=O)c1ccc(NC(=O)NC2CC3CCC(C2)N3Cc2nnnn2Cc2ccco2)cc1 (stereo not given)
[25] COc1cccc(/C=C2\SC(=S)N(CCC(=O)N3CCCCC3CCO)C2=O)c1 (stereo not given)
[26] Cc1oc(S(=O)(=O)N2CCCC2)cc1C(=O)Nc1ccccc1
[27] Cc1cc(C(=O)OC(C)C(=O)NC2CCCCC2C)c(C)o1 (stereo not given)
[28] Cc1ccnc(SCC(=O)O)n1
[29] Cc1sc(NC(=S)NC(=O)c2cccs2)nc1-c1ccc(CC(C)C)cc1
[30] COc1ccc(Cl)cc1S(=O)(=O)N1CCC(C(=O)NC2CC2)CC1
Compound	21	22	23	24	25	26	27	28	29	30
KB-3-1 tox	?	-23%	-20%	-1%	?	-17%	-27%	1%	0%	26%
TDP-43 yeast inh	?	?	?	-5%	0%	2%	?	-3%	-6%	-6%
SW480 rereplic	nt	2%	-6%	7%	18µM*	-82%[inhibitor]	-4%	1%	?	-7%
KB-V1 MDR tox	-36%	-3%	16µM*	-1%	?	-29%	?	5%	-4%	-11%
HT1080NT lethal	0%	?	5%	-3%	-3%	2%	0%	22%	14%	1%
HT1080 IDH1KD tx	-6%	-28%	0%	-8%	-22%	-19%	16%	3%	16%	-1%
GLP-1R inv ag	?	?	-5%	?	?	-17%	13%	0%	-8%	13%
HEK293 tox	1%	197%[activator]	-4%	-2%	?	0%	-2%	2%	2%	-3%
GLP-1R agonist	14%	16%	-15%	4%	-5%	5%	-4%	-15%	-12%	-14%

# Quoted at random: two compounds from above.
[29] Cc1sc(NC(=S)NC(=O)c2cccs2)nc1-c1ccc(CC(C)C)cc1
[21] COc1ccc(C(O)c2nc(-c3ccc(C)c(C)c3)cs2)cc1 (stereo not given)
Compound	29	21
KB-3-1 tox	0%	?
TDP-43 yeast inh	-6%	?
SW480 rereplic	?	nt
KB-V1 MDR tox	-4%	-36%
HT1080NT lethal	14%	0%
HT1080 IDH1KD tx	16%	-6%
GLP-1R inv ag	-8%	?
HEK293 tox	2%	1%
GLP-1R agonist	-12%	14%

# (more compounds)
[31] CC1CCCN(C(=S)Nc2ccc(S(=O)(=O)N3CCCCC3)cc2)C1 (stereo not given)
[32] CC(OC(=O)c1ccc2ncsc2c1)C(=O)NC1CCCCC1C (stereo not given)
[33] Cc1nn(CC#N)c(=O)n1-c1cccc(F)c1
[34] O=C(c1ccc2c(c1)C(=O)N(c1ccc(Cl)cc1)C2=O)N1CCN(c2ccccn2)CC1
[35] Cc1ccccc1CN(c1ccc(C(=O)Nc2cccnc2)cc1)S(C)(=O)=O
[36] CCN1CCCC(OC(=O)c2cc(-c3ccc(C)cc3)nc3ccccc23)C1 (stereo not given)
[37] CSc1ccc(/C=C/C(=O)OCC(=O)NC(C)C)cc1
[38] CC(C)(C)OC(=O)NCCCCCNC(=O)c1nc[nH]c1C(=O)NCc1ccccc1
[39] CCn1cc(C(=O)NC(=S)Nc2cccc(O)c2)cn1
Compound	31	32	33	34	35	36	37	38	39
KB-3-1 tox	8%	0%	-1%	-1%	7%	-4%	-5%	0%	10%
TDP-43 yeast inh	4%	-6%	5%	-15%	-6%	-2%	?	24%	-16%
SW480 rereplic	4%	-1%	-7%[9.22 µM]	3%[9.22 µM]	-18%	16%	-9%	4%	-7%
KB-V1 MDR tox	0%	-12%	1%	16%	6%	-24%	40%	?	14%
HT1080NT lethal	-2%	0%	-3%	0%	-4%	-28%	4%	1%	15%
HT1080 IDH1KD tx	-3%	9%	1%	0%	-8%	?	26%	4%	7%
GLP-1R inv ag	?	42%[activator]	5%	4%	12%	?	-3%	-3%	11%
HEK293 tox	4%	-4%	5%	-2%	3%	0%	22%	-9%	-15%
GLP-1R agonist	5%	?	-5%	5%	0%	17%	10%	16%	-1%

# By substructure, the entries above containing a COOH group.
[2] O=C(O)c1cc2n(n1)C(C(F)(F)F)CC(c1ccco1)N2 (stereo not given)
[17] CC1C=CC=CC=CC=CC=CC=CC=CC(OC2OC(C)C(O)C(N)C2O)CC2OC(O)(CC(O)CC(O)C(O)CCC(O)CC(O)CC(=O)OC(C)C(C)C1O)CC(O)C2C(=O)O (stereo not given)
[28] Cc1ccnc(SCC(=O)O)n1
Compound	2	17	28
KB-3-1 tox	-6%	4.1µM*	1%
TDP-43 yeast inh	3%	?	-3%
SW480 rereplic	-3%	6.5µM*	1%
KB-V1 MDR tox	16%	?	5%
HT1080NT lethal	8%	4.6µM*	22%
HT1080 IDH1KD tx	7%	9.2µM*	3%
GLP-1R inv ag	1%	?	0%
HEK293 tox	-2%	8%	2%
GLP-1R agonist	-11%	13%	-15%

# Copied from the list:
# Entry of O=C(c1ccc2c(c1)C(=O)N(c1ccc(Cl)cc1)C2=O)N1CCN(c2ccccn2)CC1 in HT1080NT lethal: 0%
# Entry of CC(OC(=O)c1ccc2ncsc2c1)C(=O)NC1CCCCC1C (stereo not given) in KB-3-1 tox: 0%
# Entry of CCn1cc(C(=O)NC(=S)Nc2cccc(O)c2)cn1 in TDP-43 yeast inh: -16%
# Entry of CC(C)(C)OC(=O)NCCCCCNC(=O)c1nc[nH]c1C(=O)NCc1ccccc1 in HT1080 IDH1KD tx: 4%
